Source: PubChem
SENP1 FRET inh: inhibitors of human SENP1 SUMO protease catalytic domain. Q9P0U3. recombinant SENP1 catalytic domain, CyPet-SUMO1-YPet FRET cleavage. inhibition, % at 10 µM. 0.21% of 360,000 active. AID 624204;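 active means inhibition at least 30% at 10 µM, raw YFP signal under a set limit, fluorescence ratio 0.5 to 1.5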;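 further: 0% = enzyme with DMSO and 100% = no enzyme wells; some results filed as inactive read as strong as hits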
Target sequence (Q9P0U3 419-644 limits assumed): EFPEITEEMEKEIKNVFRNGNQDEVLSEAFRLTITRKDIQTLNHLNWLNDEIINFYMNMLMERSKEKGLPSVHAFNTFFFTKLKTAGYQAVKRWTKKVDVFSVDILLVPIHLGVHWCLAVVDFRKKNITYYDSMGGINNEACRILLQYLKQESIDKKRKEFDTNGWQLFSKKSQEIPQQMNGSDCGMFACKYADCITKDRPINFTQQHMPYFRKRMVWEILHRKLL
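Controls: no-enzyme wells low, DMSO-plus-enzyme wells high control. Test system: human recombinant His6-tagged SENP1 catalytic domain enzyme. Reagent: SFCypet-SUMO1-SFYpet FRET protein substrate, 25 nM final. Doses: one dose per compound, 10 µM, 0.5% DMSO. Detection: FRET, CFP and YFP emission. Timing: 50 min reaction at room temperature.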
HKDC1 inh: inhibitors of human hexokinase HKDC1; recombinant HKDC1, G6PDH/diaphorase resazurin coupled fluorescence; Q2TB90; 0.16% of 340,000 active; AID 493160; inhibition, % at 20 µM;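 active means inhibition above about 35% when tested at 20 µM, limit read from the data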;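 further: plate controls were DMSO wells with enzyme for no effect and DMSO wells lacking enzyme for full effect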
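Test system: recombinant HKDC1 (HK5) hexokinase enzyme, produced in-house; Amount: enzyme 5 µg/mL final; Buffer or medium: Tris pH 8.0 buffer with MgCl2, Tween-20, BSA, BME; Reagent: glucose and ATP substrates; Doses: 20 µM test compound, 1% DMSO; Incubation: 90 min reaction incubation at room temperature, dark; Detection: resorufin fluorescence at 613 nm.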
PfG6PD inh: PfG6PD (Plasmodium falciparum) enzyme inhibition | inhibition, % at 20 µM | 0.78% of 350,000 active | PfGluPho enzyme, NADPH resazurin-diaphorase fluorescence;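 active means inhibition reaching at least a set limit at 20 µM in the primary screen, cut at about 59% in these data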;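 further: 0% = DMSO wells with substrate and 100% = DMSO wells lacking glucose-6-phosphate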
SENP8 block-1: SENP8 (human) protease inhibition; Q96LD8; recombinant SENP8, Nedd8 substrate fluorescence; inhibition, % at 20 µM; 0.64% of 360,000 active; AID 602440; in the data active means inhibition mostly above about 40%, no sharp cut-off; inactive means mostly below about 27%
Target sequence (Q96LD8 whole entry, looked up): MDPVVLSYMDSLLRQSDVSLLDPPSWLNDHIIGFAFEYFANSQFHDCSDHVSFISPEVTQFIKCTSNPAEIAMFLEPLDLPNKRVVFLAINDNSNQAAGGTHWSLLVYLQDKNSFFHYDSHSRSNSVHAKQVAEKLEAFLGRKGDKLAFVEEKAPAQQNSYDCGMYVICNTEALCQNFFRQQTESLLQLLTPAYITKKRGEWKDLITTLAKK
SENP7 inh: SENP7 protease inhibition | 1.5% of 330,000 active | recombinant SENP7, Z-RLRGG-aminoluciferin luminescence, 40 min | inhibition, % at 5 µM;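 active means inhibition above about 50% at the single test dose, limit read from the data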;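 further: plate controls were DMSO with enzyme for no effect and no enzyme buffer wells for full effect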
Apaf1 inhib: blocks human Apaf-1 apoptosome activity | inhibition, % at 20 µM | reconstituted apoptosome caspase-3 activity, DEVD-Rh110 fluorescence | 0.71% of 330,000 active; active means inhibition of at least 40% at 20 µM;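 further: plate controls were DMSO wells for no effect and DEVD-CHO caspase inhibitor wells for full effect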
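Material: reconstituted apoptosome with Apaf-1, cytochrome c, caspase-9, procaspase-3, dATP / Buffer or medium: pH 7.5 Hepes buffer with CHAPS, BSA, DTT / Also added: cytochrome c with DEVD-Rh110 / Schedule: compound with Apaf-1, dATP, procaspase-3 30 min, then 50 min reaction, room temperature / Technique: rhodamine 110 fluorescence at Ex 480/Em 540 nm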
SENP8 block-2: SENP8 protease inhibition; Q96LD8; purified SENP8, Z-RLRGG-aminoluciferin cleavage, luminescence; inhibition, % at 10 µM; 1.2% of 330,000 active; AID 2540; in the data active means inhibition above about 50%
SENP6 block: inhibitors of human SENP6 protease | inhibition, % at 10 µM | Recombinant SENP6 catalytic domain, aminoluciferin luminescence | 1.8% of 330,000 active | AID 2599;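 active means inhibition above about 50% at the single tested dose, limit read from the data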;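 further: plate controls were DMSO wells with enzyme for no effect and DMSO wells lacking enzyme for full effect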
Target sequence (Q9GZR1 628-1112 limits assumed): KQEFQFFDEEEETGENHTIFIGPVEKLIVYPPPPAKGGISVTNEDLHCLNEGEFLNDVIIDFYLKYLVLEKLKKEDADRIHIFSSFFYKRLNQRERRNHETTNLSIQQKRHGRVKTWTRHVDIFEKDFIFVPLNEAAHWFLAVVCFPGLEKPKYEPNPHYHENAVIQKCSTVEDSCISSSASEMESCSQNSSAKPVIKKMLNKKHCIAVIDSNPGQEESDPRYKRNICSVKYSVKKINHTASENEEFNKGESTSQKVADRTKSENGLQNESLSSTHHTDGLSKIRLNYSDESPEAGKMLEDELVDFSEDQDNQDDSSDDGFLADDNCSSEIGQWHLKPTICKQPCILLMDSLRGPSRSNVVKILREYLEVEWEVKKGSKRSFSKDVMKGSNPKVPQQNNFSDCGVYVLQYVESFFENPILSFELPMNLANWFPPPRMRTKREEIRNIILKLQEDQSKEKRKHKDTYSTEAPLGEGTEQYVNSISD
* = called active by the depositor; nt = no result given.

SMILES	SENP1 FRET inh	HKDC1 inh	PfG6PD inh	SENP8 block-1	SENP7 inh	Apaf1 inhib	SENP8 block-2	SENP6 block
Cc1ccc(C(=O)NCCc2ccc(S(N)(=O)=O)cc2)cc1[N+](=O)[O-]	1	2	-12	9	8	-3	6	-8
Cc1cc(C)c(S(=O)(=O)Nc2ncccc2C)c(C)c1	1	-3	13	-110	1	-1	11	5
C=CCN1C(=O)c2ccc(C(=O)NCCOc3ccccc3F)cc2C1=O	-1	2	5	7	-2	-7	-7	0
Cc1cc(Nc2cc(C)on2)n2ncnc2n1	1	-7	15	5	-8	-8	5	-16
C=CCn1c(NCCOC)nc2c1c(=O)n(C)c(=O)n2C	1	-5	-2	16	1	2	-2	-3
CCO[C@@H]1OC(C(=O)N2CCOCC2)=C[C@H](c2ccccc2)[C@H]1CCCO	1	0	-8	1	-6	-3	-6	-7
CCCCC1CCC(c2nc(-c3ccccn3)no2)CC1 (stereo not drawn)	3	9	-4	17	41	30	54*	72*
Cc1nn(CC(=O)c2ccc(Cl)s2)c(C)c1[N+](=O)[O-]	3	-1	8	-9	-1	-11	-5	4
Oc1nc(Nc2ccc(F)cc2)sc1/C=C1\C=Nc2ccccc21	-135	-5	26	-15	2	13	-9	7
COc1ccc(-c2csc3nc(-c4ccc(C)cc4)oc(=O)c23)cc1OC	-18	12	3	-194	1	0	-4	9
CCCCn1c(=N)n(CC(O)COc2ccc(C)cc2)c2ccccc21 (stereo not drawn)	1	-2	-13	15	-3	5	-8	-26
CCCCCC(=O)NNC1=NCC(Cc2ccccc2)S1 (stereo not drawn)	2	-7	8	12	-13	12	-5	-12
O=C(N/N=C/c1c[nH]c2ccccc12)c1ccc([N+](=O)[O-])cc1Cl	1	1	9	17	3	4	-2	11
Nc1c(N(Cc2ccco2)C(=O)c2ccc(Br)cc2)c(=O)[nH]c(=O)n1Cc1ccccc1	-62	-3	0	-40	-1	8	1	2
O=C(COc1ccc(Cl)c(Cl)c1)NN1C(=O)C2C(C1=O)C1C=CC2C12CC2 (stereo not drawn)	1	4	-20	17	-2	-7	-2	4
COc1ccc(N2C3=C(C(=O)CC(C)(C)C3)C(c3ccccc3OC)C3=C2CC(C)(C)CC3=O)cc1	-43	7	9	-489	3	14	3	1
COc1cc(OCC(N)=O)cc(OC)c1OC	0	-9	-4	8	-5	-10	-10	-10
Cc1ccc(/C(N)=N/OC(=O)/C=C/c2ccccc2)cc1	3	-2	5	7	0	8	-5	12
CC(Sc1nc2ccccc2s1)C(=O)Nc1ccc2c(c1)OCO2 (stereo not drawn)	0	22	-19	19	16	10	6	2
O=C(CN1CCN(CC(=O)Nc2ccccc2Cl)CC1)Nc1ccc2c(c1)OCCO2	-1	4	4	14	4	6	-7	7

Seven consecutive records out of the list so far, for reference:
SMILES	SENP1 FRET inh	HKDC1 inh	PfG6PD inh	SENP8 block-1	SENP7 inh	Apaf1 inhib	SENP8 block-2	SENP6 block
Cc1cc(Nc2cc(C)on2)n2ncnc2n1	1	-7	15	5	-8	-8	5	-16
C=CCn1c(NCCOC)nc2c1c(=O)n(C)c(=O)n2C	1	-5	-2	16	1	2	-2	-3
CCO[C@@H]1OC(C(=O)N2CCOCC2)=C[C@H](c2ccccc2)[C@H]1CCCO	1	0	-8	1	-6	-3	-6	-7
CCCCC1CCC(c2nc(-c3ccccn3)no2)CC1 (stereo not drawn)	3	9	-4	17	41	30	54*	72*
Cc1nn(CC(=O)c2ccc(Cl)s2)c(C)c1[N+](=O)[O-]	3	-1	8	-9	-1	-11	-5	4
Oc1nc(Nc2ccc(F)cc2)sc1/C=C1\C=Nc2ccccc21	-135	-5	26	-15	2	13	-9	7
COc1ccc(-c2csc3nc(-c4ccc(C)cc4)oc(=O)c23)cc1OC	-18	12	3	-194	1	0	-4	9

Remaining list, next part
SMILES	SENP1 FRET inh	HKDC1 inh	PfG6PD inh	SENP8 block-1	SENP7 inh	Apaf1 inhib	SENP8 block-2	SENP6 block
CCCNC(=O)C/C(C)=N/NC(=O)C(=O)Nc1ccccn1	0	-2	-7	-10	2	0	-1	-18
O=C(O)c1cc(-c2ccccc2)nc2nc(N3CCCCC3)sc12	nt	nt	nt	nt	2	7	3	5
CC(=O)c1cccc(NC(=S)N2c3ccccc3CC2C)c1 (stereo not drawn)	3	-2	5	8	-3	-4	-5	1
CCCCOC(=O)Nc1cc(C(=O)OC)ccc1C(=O)OC	2	0	6	-136	6	-1	1	-15
O=C(NNC1CC(=O)N(c2ccc3c(c2)OCCO3)C1=O)c1ccc(Cl)cc1 (stereo not drawn)	3	-9	-18	6	-9	-14	-5	6
COc1ccc(OC)c(NC(=O)c2cc(-c3ccc(C)cc3O)n[nH]2)c1	2	-1	21	-3	-5	0	-16	-11
Cc1cc(N/N=C\c2ccccc2)nc(-c2ccccc2O)n1	2	12	18	-27	-4	-1	-11	-13
COc1ccc(CN=C2NN=C(c3ccc(Cl)cc3)CS2)cc1	1	-4	11	15	-7	3	-5	-8
COc1ccc(C(CNC(=O)c2cccc(S(=O)(=O)N3CCc4ccccc43)c2)N(C)C)cc1 (stereo not drawn)	-1	-4	18	-3	-3	28	6	11
CSc1ccccc1C(=O)NC1CCCc2ccccc21 (stereo not drawn)	2	-10	-11	2	3	9	2	-24
COc1ccc(N(CC(=O)N2CCC(C)CC2)S(=O)(=O)c2c(C)nn(C)c2C)cc1	3	-3	-1	16	1	5	-2	2
CC(=O)c1ccc(OCCCC(=O)NC2CCCCC2C)cc1 (stereo not drawn)	-1	-2	-8	8	6	-2	-4	-13
COc1ccc(CNCc2c(O)c(Cl)cc3c(C)c(C)c(=O)oc23)c(OC)c1	-22	2	14	-274	-4	1	-1	-17
CC(C)c1ccc(OCC(=O)NN2C(=O)c3ccccc3C2=O)c(Br)c1	2	1	-8	9	-12	-5	-12	0
COc1ccc(C2CC(c3cccs3)=NN2C(=O)CSc2nncn2C)cc1OC (stereo not drawn)	-4	18	-2	-46	3	-11	-2	-4
COc1ccc(NC(=O)Cn2c(=O)n(CC3CCCO3)c(=O)c3ccccc32)c(OC)c1 (stereo not drawn)	2	-10	-8	21	4	-22	3	-5
Cc1cc(NC(=O)CSc2nnc(NC(=O)C3CC(=O)N(c4ccccc4C)C3)s2)no1 (stereo not drawn)	0	-7	0	8	10	8	-2	5
C=CCCCCCCCCC(=O)Nc1ncccn1	0	-3	-11	-3	-3	9	0	20
CCCn1c(N)c(N(CCOC)C(=O)Cc2ccc(S(=O)(=O)N3CCOCC3)s2)c(=O)[nH]c1=O	-12	nt	nt	-127	11	8	-7	-20
C=CCc1cc(C=O)cc(OC)c1OCc1ccc(Cl)cc1	0	6	23	13	1	20	6	6
CCC1=NN(C(=O)C(=O)NCCc2ccccc2)C(O)(C(F)(F)F)C1 (stereo not drawn)	1	-14	-5	10	12	-20	3	-24
Cc1ccc(-n2c(SCC(=O)N/N=C/c3ccc(C)s3)nnc2-c2ccccc2)cc1	0	-1	4	11	0	26	-1	5
CC(C)(C)C(=O)NCCCc1ccccc1	4	-8	-6	11	0	0	-1	5
COC(=O)c1c(C(=O)OC)c(-c2ccc(Br)cc2)n2c1CS(=O)C2 (stereo not drawn)	2	-1	-1	4	6	0	6	-12
COc1ccccc1N1CCN(C(=O)c2oc3ccc(Br)cc3c2C)CC1	1	-3	17	16	-1	14	-9	-23
COc1ccc(C(=O)C/C(=C\C(=O)c2ccc(C)cc2)c2ccccc2)cc1	1	1	1	13	7	13	0	-2
Cc1cc(C)cc(N(CC(=O)N2CCn3c2nc2ccccc23)S(=O)(=O)c2c(C)noc2C)c1	-3	5	5	9	-11	25	-12	-10
Nc1c(N(CCC2=CCCCC2)C(=O)COc2ccc(F)cc2Cl)c(=O)[nH]c(=O)n1Cc1ccccc1	-6	4	-10	5	nt	nt	nt	nt
O=[N+]([O-])c1ccc(Cl)c(/C=N/n2c(C3CCCCC3)n[nH]c2=S)c1	1	-5	3	18	-13	18	-14	-9
O=C(/C=C/c1ccc([N+](=O)[O-])cc1)Nc1cccnc1	4	-1	2	23	58*	3	33	71*
Cc1cc(C[n+]2ccccc2)c2nsnc2c1	1	-14	-8	-240	5	-13	1	11
C/C=C/C=C/C(=O)Nc1cccc(C2=NOC3(C2)C[C@H](C(N)=O)N(C(=O)CC(c2ccccc2)c2ccccc2)C3)c1 (stereo partly drawn)	nt	nt	nt	nt	1	25	-6	-13
O=C(CCCCCNC(=O)c1ccccc1Br)N=Nc1c(O)[nH]c2ccccc12	2	4	-8	28	10	-4	4	16
O=[N+]([O-])c1cnc2nc(-c3ccncc3)nn2c1O	3	-1	6	10	96*	14	93*	99*
CCOC(=O)C1CCN(C(=O)/C(=C/c2ccccc2)NC(=O)c2ccccc2)CC1	0	-2	-11	11	4	7	13	1
O=C(CCN1C(=O)C2CC=CCC2C1=O)Nc1cc(C(F)(F)F)ccc1N1CCCC1 (stereo not drawn)	-2	-3	14	-3	-9	-5	-14	-8
CC(C)(C)c1ccc(C(=O)NCC(=O)N2CCNC(=O)C2)cc1	1	-8	-4	18	5	-2	0	-15
N=c1sccn1CC(=O)Nc1cccc(S(=O)(=O)N2CCCCCC2)c1	-1	-8	-3	2	6	-1	4	-5
Clc1ccc(OCCOCCOc2cccc3cccnc23)c(Br)c1	-1	1	-3	-113	-4	31	-11	-36
Cc1cc(-c2ccc(C(C)C)c(S(=O)(=O)N3CCOc4ccccc43)c2)on1	1	-13	15	-94	2	14	0	-1
c1ccc(CNc2ccc3ccccc3n2)nc1	-4	-4	-19	-164	-14	-8	86*	87*
CCOc1ccc2c(c1)c1nc3ccccc3nc1n2C	23	11	-1	-56	nt	nt	nt	nt
O=C(CCC1N=C2c3ccccc3N=C(SCC(=O)NCC3CCCO3)N2C1=O)NCc1ccc(F)cc1 (stereo not drawn)	-1	8	-7	-383	2	-1	-4	11
Cc1cc(C)c(OCCOCCN(C)C)c(Br)c1	-2	-6	-1	13	-1	-13	1	5
COc1ccc(CCNC(=O)CN(C)S(=O)(=O)c2ccc3nc(C)sc3c2)cc1OC	0	-8	-7	10	-15	2	-5	-13
Clc1ccc(OCc2nc(-c3ccncc3)no2)c(Br)c1	2	-3	6	5	15	16	22	34
Nc1nc(SCC(=O)Nc2ccc([N+](=O)[O-])cc2)[nH]c(=O)c1NC(=O)c1ccc(Br)cc1	1	-4	-37	13	1	4	-1	2
CCN(C(=O)c1ccc(Br)o1)C1CCS(=O)(=O)C1 (stereo not drawn)	-1	-5	8	4	-6	3	-4	-21
COCCN(CC1CCCN(C2Cc3ccccc3C2)C1)C(=O)CSC (stereo not drawn)	-3	-4	-5	11	-2	-13	19	-7
COc1cc(CNC2CCCCCCC2)ccc1OCC(N)=O	-1	-2	4	6	0	-12	-6	8
Cc1nnc(SCC(=O)Nc2ccccc2)c2ccccc12	1	-5	9	7	5	-2	0	-6
CC1CN(CCn2cnc3c(N)ncnc32)CC(C)O1 (stereo not drawn)	0	0	-12	20	-3	-20	1	-16
Cc1cc2cc(CN(Cc3cccs3)Cc3nnnn3CC3CCCO3)c(=O)[nH]c2cc1C (stereo not drawn)	2	0	1	-64	-5	6	1	3
Cc1onc(-c2c(F)cccc2Cl)c1C(=O)OCC(=O)NC(=O)NCC(C)C	-2	4	9	14	-2	6	5	20
